# Bioassay records (PubChem)
# GRP78 ERSR act – induces the endoplasmic reticulum stress response in human glioma cells; U87-MG GRP78 promoter luciferase reporter, 16 h; Potency, µM, for the others: top-dose activation, hits mostly activators; 0.02% of 420,000 active; note: potency is the fitted concentration of half-maximal effect; series mostly up to about 76 µM; % of control where 0% means no effect; nearly all actives have a fitted effect of over 35% in size
#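 ERSR induction read as luciferase luminescence (Bright-Glo, 10 min at room temperature) in stably transfected human U87-MG glioma cells exposed to compounds for 16 h, using GRP78 as sensor.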
# RXFP1 ag – RXFP1 (human) receptor agonism. Potency, µM (titrated, usually from 57.5 µM), without a hit: at the highest dose activation, usual class: activators. 0.3% of 370,000 active. Q9HBX9. AID 2676. HEK293T-RXFP1 cAMP TR-FRET, 30 min; response scale: percent of porcine relaxin response, buffer zero; note: potency is the fitted concentration of half-maximal effect; % is set by controls: 0 for no effect and ±100 for the full control effect; nearly all actives have a fitted effect of over 60% in size; many of its hits are not listed in these tables
#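 HEK293 cells stably expressing RXFP1, treated 30 min at 37C with compounds plus PDE4 inhibitor Ro 20174; cAMP measured by HTRF TR-FRET. Normalized to buffer and 29 nM porcine relaxin; EC50 by Hill fit.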
# D2 potentiator – positively modulates the human D2 dopamine receptor allosterically; P14416; 0.34% of 340,000 active; HEK293 T-REx D2, calcium flux, EC20 dopamine potentiation; AID 485347; potentiation, % at 10 µM;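 active = potentiation over 3 SD above the plate norm, cut at about 30% in these data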; note: 0% is about no effect
# Target sequence (P14416 whole entry, looked up): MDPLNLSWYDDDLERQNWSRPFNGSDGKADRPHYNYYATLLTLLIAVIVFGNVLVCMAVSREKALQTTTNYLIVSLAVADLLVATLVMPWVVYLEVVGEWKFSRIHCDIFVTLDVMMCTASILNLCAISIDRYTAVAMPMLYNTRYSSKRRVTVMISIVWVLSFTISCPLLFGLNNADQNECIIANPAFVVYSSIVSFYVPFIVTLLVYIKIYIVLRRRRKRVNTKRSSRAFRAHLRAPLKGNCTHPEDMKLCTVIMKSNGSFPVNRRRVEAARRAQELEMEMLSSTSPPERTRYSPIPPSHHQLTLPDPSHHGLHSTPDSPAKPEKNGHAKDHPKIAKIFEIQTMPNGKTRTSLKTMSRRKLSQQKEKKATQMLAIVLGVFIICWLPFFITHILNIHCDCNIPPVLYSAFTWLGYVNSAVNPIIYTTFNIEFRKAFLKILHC
#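 Primary screen. Calcium kinetics in induced HEK293 T-REx D2 cells: compound pre-addition 180 s, EC20 dopamine, 180 s more.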
# D1 antag – antagonists of human D1 dopamine receptor; P21728; HEK293 TREx D1 cells, calcium flux, dopamine EC80; active compounds read low; activity change, negative = inhibition, % at 10 µM; 3.2% of 360,000 active; in the data active = activity change below about -30%; note: % is set by controls: 0 for no effect and ±100 for the full control effect
#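 Kinetic fluorescence of a calcium dye serves as the read-out. D1-expressing Hek293 Trex cells, induced overnight at 30 C, are exposed to compound for 180 s before an EC80 dopamine addition, then read 180 s further.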
# Vif-APOBEC3G blk – inhibitors of Vif-APOBEC3G interaction | Q9HC16 | HeLa A3G-eYFP + Vif (tagged APOBEC3G with the HIV-1 protein that degrades it), YFP fluorescence, overnight | Potency, µM (series often up to 46.1 µM), inactives show at the top dose activity, negative = active, actives largely listed as inhibitors | 0.076% of 410,000 active | AID 602310;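 note: potency is the fitted concentration of half-maximal effect; % is set by controls: 0 for no effect and ±100 for the full control effect; nearly all actives have a fitted effect of over 60% in size; hits raise eYFP signal because A3G escapes Vif-driven loss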
# Target sequence (Q9HC16 whole entry, looked up): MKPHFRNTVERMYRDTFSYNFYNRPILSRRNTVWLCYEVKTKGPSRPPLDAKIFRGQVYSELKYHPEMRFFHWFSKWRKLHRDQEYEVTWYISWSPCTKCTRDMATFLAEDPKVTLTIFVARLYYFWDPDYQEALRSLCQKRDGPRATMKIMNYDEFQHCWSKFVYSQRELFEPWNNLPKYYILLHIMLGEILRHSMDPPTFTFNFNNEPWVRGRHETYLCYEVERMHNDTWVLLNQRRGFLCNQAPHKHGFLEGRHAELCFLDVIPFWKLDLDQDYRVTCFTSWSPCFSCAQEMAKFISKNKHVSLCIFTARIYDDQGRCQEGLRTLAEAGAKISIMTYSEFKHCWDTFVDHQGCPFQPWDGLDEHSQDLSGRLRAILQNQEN
#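 Read-out is eYFP fluorescence (Ex 488/Em 500-530) from Vif-expressing HeLa A3G-eYFP cells; more signal means A3G escaped Vif-mediated degradation. Cells plated overnight, compound pinned in, incubated overnight at 37 deg C.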
# D1 potentiator – potentiators of human D1 dopamine receptor; P21728; HEK293 TREx D1 cells, calcium flux, dopamine EC20 potentiation; potentiation, % at 10 µM; 0.036% of 360,000 active; AID 504651; in the data active = potentiation above about 30%; note: 0% is about no effect
# Vif-A3F inh – inhibitors of Vif-A3F interaction. AID 602313. Potency, µM (series often up to 46.1 µM), inactives show at the top dose activity, negative = active. 0.2% of 390,000 active. HeLa A3F-eYFP + Vif (tagged APOBEC3F with the HIV-1 protein that degrades it), YFP fluorescence increase; note: potency is the fitted concentration of half-maximal effect; % of control where 0% means no effect; nearly all actives have a fitted effect of over 65% in size
#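 HeLa cells stably expressing A3F-eYFP plus Vif, plated and incubated overnight at 37 deg C, then exposed to compounds overnight at 37 deg C. Blocked degradation read as raised yellow fluorescence (Ex 488/Em 500-530).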
# D1 agonist – human D1 receptor agonism. 1% of 360,000 active. P21728. HEK293 T-REx D1 cells, calcium flux, agonist mode. AID 504660. activation, % at 2 µM; in the data active = activation above about 30%; note: 0% is about no effect
#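 Agonism was scored from calcium flux recorded over 180 s (1 read/s) after pintool compound addition, following a 10-cycle baseline. Cells were inducible force-coupled HEK293 TREx D1, plated overnight at 30 C and loaded with no-wash calcium dye.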
# RXFP1 antag – RXFP1 (human) relaxin receptor antagonism | 0.59% of 350,000 active | HEK293-RXFP1, relaxin-stimulated cAMP HTRF, 30 min; active compounds read low | activity change, negative = inhibition, % at 57.5 µM;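 active = activity change of -60% or lower, but not beyond a set lower limit; inconclusive = change between -60% and -40%, or beyond the set limit; inactive = change above -40%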; note: % is set by controls: 0 for no effect and ±100 for the full control effect
# An asterisk follows results filed as active; ? = inconclusive; · = not tested or not shown. Unless noted, calls come from the whole dose curve; as a rule, active = well fitted curve in the direction sought with a large enough effect; inconclusive = small, poorly fitted or top-dose-only effect, or another doubt; inactive = no such curve, though single readings can be large; an effect the other way counts as inactive or inconclusive. A portion of the library, so the mix of outcomes need not match the whole.
[1] CCc1nn2c(=O)cc(CSCC(=O)Nc3ccccc3F)nc2s1
[2] Cc1ccc2c([N+](=O)[O-])c(C)ccc2n1
[3] CCOC(=O)c1ccc(NC(=O)C2Cc3ccccc3C(=O)O2)cc1 (stereo not drawn)
[4] CCn1cc(C(=O)N2CCN(c3ccccc3)CC2)c(=O)c2cc(S(=O)(=O)N3CCC(C)CC3)ccc21
[5] O=C(COc1ccc(Cl)cc1)NCc1nnc(SCC(=O)NC2CCCCC2)o1
[6] Cc1cnn(-c2cc(N/N=C/c3ccccc3F)ncn2)c1
[7] O=C(NCC(c1ccco1)N1CCN(c2ccccc2)CC1)OCc1ccccc1 (stereo not drawn)
[8] CCCCN(CCCC)CCNC(=O)Cn1nc(CC)n2c(cc3sc(C)cc32)c1=O
entry no.	1	2	3	4	5	6	7	8
Vif-A3F inh	-3%	-2%	0%	-1%	2%	-1%	13%	-3%
GRP78 ERSR act	3%	-5%	-1%	0%	-6%	1%	-3%	-1%
RXFP1 ag	7.2%	2.2%	1.0%	3.1%	2.1%	-0.9%	5.4%	6.2%
Vif-APOBEC3G blk	4%	1%	3%	-4%	-3%	-2%	0%	5%
D1 agonist	4	3	7	2	20	0	6	0
D1 antag	-8	-9	-4	12	-33*	15	4	30
RXFP1 antag	-1	5	-19	·	-3	-8	-9	-16
D2 potentiator	-14	1	-7	16	5	·	3	-20
D1 potentiator	1	-7	-2	-1	-5	4	-3	-3

[9] CCOc1ccc(CNC(=O)c2ccc3c(c2)c(C)c(C)n3Cc2ccccc2)cc1OC
[10] COc1c(C)cc(C(=O)C2CCCN(Cc3c(C)n(C)n(-c4ccccc4)c3=O)C2)cc1C (stereo not drawn)
[11] CC(C)CN(C(=O)COC(=O)CSc1ccc([N+](=O)[O-])cc1)C1CCS(=O)(=O)C1 (stereo not drawn)
[12] COc1ccc(N(C(=O)c2cnccn2)C(C(=O)NC2CCCCC2)c2ccccc2)cc1 (stereo not drawn)
[13] CCc1ccc(C(=O)C[n+]2cccc3cc(OC)ccc32)cc1
[14] CCOC(=O)Nc1ccc2c(c1)N(C(=O)N(CC)CC)c1ccccc1CC2
[15] CCCCCCOc1ccc(N2C(=O)CC(NCc3ccc(S(N)(=O)=O)cc3)C2=O)cc1 (stereo not drawn)
[16] CC(C)OC(=O)/C(C#N)=C/c1cn(C)c2ccccc12
entry no.	9	10	11	12	13	14	15	16
Vif-A3F inh	-2%	4%	2%	2%	-12%	6%	-1%	7%
GRP78 ERSR act	1%	-4%	-1%	-1%	-4%	-2%	-5%	3%
RXFP1 ag	0.9%	5.2%	0.8%	-0.2%	3.1%	3.4%	0.7%	0.6%
Vif-APOBEC3G blk	1%	3%	-5%	-3%	0%	-6%	3%	0%
D1 agonist	4	4	0	-1	2	1	6	1
D1 antag	4	-7	-5	14	-15	-1	26	-39*
RXFP1 antag	-14	-14	-5	-7	-1	-3	3	6
D2 potentiator	-5	8	-3	·	-15	1	·	7
D1 potentiator	-1	1	-2	-6	-4	0	-4	0

[17] Clc1ccc(-c2cnn3c(-c4ccncc4)ccnc23)cc1
[18] COC(=O)CSc1nnc(Cc2ccccc2)n1-c1ccc(C)cc1
[19] O=C(Nc1ccc(-c2nc3ccccc3[nH]2)cc1)c1cccc(N2C(=O)CCC2=O)c1
[20] O=C1C(=Cc2cccc(O)c2O)SC(=S)N1CCCN1CCOCC1
[21] COc1cc(C2NC(=O)C(C#N)=C(S)N2c2ccccc2)ccc1OC(C)C (stereo not drawn)
[22] CCOCCCn1c(C)nc2c(c1=O)c1nc3ccccc3nc1n2-c1ccc(C)cc1
[23] CCOC(=O)c1[nH]c2ccccc2c1NC(=O)c1nonc1C
[24] CCOC(=O)c1[nH]cnc1C(=O)N[C@@H](C)c1ccccc1
entry no.	17	18	19	20	21	22	23	24
Vif-A3F inh	-5%	-2%	4%	-12%	7%	-20%	0%	-7%
GRP78 ERSR act	-1%	0%	2%	0%	-5%	-4%	0%	-4%
RXFP1 ag	2.0%	1.0%	5.3%	·	0.2%	0.1%	0.5%	5.4%
Vif-APOBEC3G blk	-2%	2%	0%	0%	-1%	-5%	3%	6%
D1 agonist	5	-2	1	·	-2	0	0	-1
D1 antag	-23	12	-6	·	-4	23	1	·
RXFP1 antag	15	8	-8	20	-1	16	-3	·
D2 potentiator	1	8	14	·	2	-1	11	3
D1 potentiator	-7	-1	-3	·	-4	-5	-2	-1

[25] Cc1ccc(S(=O)(=O)NC(=O)NCc2ccc3c(c2)OCO3)cc1
[26] COC(C[C@@H](O)[C@H](C)[C@H](O)COCc1ccccc1)OC
[27] Cc1cccc(C)c1OCC(=O)NCC1(N2CCOCC2)CCCCC1
[28] Cc1[nH]c2ccc(C(=O)N3CCN(c4ccccc4F)CC3)cc2c1C
[29] c1ccc(-c2nn3c(Cn4nnc5ccccc54)nnc3s2)nc1
[30] O=C(NCc1ccncc1)c1cc(-c2ccc(Cl)cc2)oc1C(F)(F)F
[31] Cc1ccc(-n2nc3c(c2NC(=O)C(C)(C)C)CS(=O)(=O)C3)cc1
[32] O=C(NCc1ccc2c(c1)OCO2)C1CCCN1C(=O)Nc1ccc(F)cc1 (stereo not drawn)
entry no.	25	26	27	28	29	30	31	32
Vif-A3F inh	-4%	4%	-3%	0%	-8%	1%	3%	7%
GRP78 ERSR act	-5%	10%	-4%	-5%	1%	-3%	-4%	2%
RXFP1 ag	0.5%	5.8%	-0.3%	1.3%	3.1%	10%	-2.7%	0.1%
Vif-APOBEC3G blk	1%	-2%	3%	-20%	2%	-6%	-2%	-1%
D1 agonist	0	7	2	1	5	7	1	0
D1 antag	11	29	-1	-6	0	-15	-8	-14
RXFP1 antag	5	·	-36	-23	12	-4	-1	-26
D2 potentiator	-14	-4	-19	2	-5	-17	10	-9
D1 potentiator	-1	2	0	1	2	-8	-1	-2

[33] COc1ccc(S(=O)(=O)N2CCCC(C(=O)NCc3ccncc3)C2)cc1 (stereo not drawn)
[34] Cc1ccnc(SCc2cc(=O)c(OC(=O)c3ccc(S(=O)(=O)N4CCCC4)cc3)co2)n1
[35] COc1cccc(C(=O)NCC(=O)OCC(=O)Nc2ncc(Cl)cc2Cl)c1
[36] COc1cccc(C(=O)CSc2nc3cccnc3n2C)c1
[37] Cc1ccc(NC(=O)CN2C(=O)NC3(CCCc4ccccc43)C2=O)c(C)c1 (stereo not drawn)
[38] CC(NC(=O)c1ccccc1)C(=O)NNC(=O)c1ccccc1Cl (stereo not drawn)
[39] Cc1ccccc1NC(=S)N/N=C/C(C)c1ccccc1 (stereo not drawn)
[40] COc1ccccc1C(=O)NNC(=O)C1CCCO1 (stereo not drawn)
entry no.	33	34	35	36	37	38	39	40
Vif-A3F inh	-7%	2%	?	0%	-14%	9%	?	?
GRP78 ERSR act	-3%	-5%	-2%	-3%	-3%	-3%	-1%	-1%
RXFP1 ag	3.6%	5.2%	-0.3%	-2.1%	1.6%	2.4%	0.3%	0.8%
Vif-APOBEC3G blk	0%	1%	0%	1%	-6%	3%	-16%	1%
D1 agonist	0	11	1	9	4	4	-1	2
D1 antag	-6	-6	-4	-19	1	-3	-7	-6
RXFP1 antag	2	-9	-15	-14	-15	7	-12	-2
D2 potentiator	-6	1	5	-3	-6	16	-2	·
D1 potentiator	5	-6	-1	0	-7	-7	-6	-8

[41] CSc1ccc(/C=C(/NC(=O)c2ccc(C)cc2)C(=O)Nc2cccc(C)c2)cc1
[42] O=C(COCc1ccccc1)N[C@@H](Cc1ccc(O)cc1)C(=O)O
[43] O=C(Cc1ccc(Cl)cc1)OCC(=O)N1CCCCCC1
[44] COC(=O)c1ccc(NC(=O)CCN2CCN(Cc3ccccc3)CC2)cc1
[45] Cn1ccnc1SCCNC(=O)CCc1nnc(CCCCc2ccccc2)o1
[46] COc1ccc(CCNC(=O)CSc2nncs2)cc1
[47] CCCOC(=O)C1C2C=CC(C3CC23)C1C(=O)OCC(=O)c1ccccc1 (stereo not drawn)
[48] CCCCOc1ccc(NC(=O)CN2CCN(Cc3ccccc3)CC2)cc1
[49] CN(Cc1cn(C)nc1-c1ccccc1F)C1CCOC1 (stereo not drawn)
entry no.	41	42	43	44	45	46	47	48	49
Vif-A3F inh	4%	-3%	-8%	-4%	9%	0%	-16%	2%	-6%
GRP78 ERSR act	-3%	-4%	-5%	0%	-2%	-3%	-1%	0%	1%
RXFP1 ag	4.1%	0.3%	·	1.3%	1.2%	2.8%	2.1%	-0.1%	-0.9%
Vif-APOBEC3G blk	3%	-3%	-2%	0%	1%	-8%	-7%	0%	0%
D1 agonist	1	-3	·	4	1	4	1	7	1
D1 antag	-11	-36*	·	-5	11	-1	4	-12	-12
RXFP1 antag	-5	·	-26	-11	-2	-12	0	-4	-28
D2 potentiator	7	16	·	-22	8	7	11	10	-6
D1 potentiator	1	-3	·	-4	-6	8	-2	-7	-3

# Given as tab-separated lines: part of the list above
item	Structure	Vif-A3F inh	GRP78 ERSR act	RXFP1 ag	Vif-APOBEC3G blk	D1 agonist	D1 antag	RXFP1 antag	D2 potentiator	D1 potentiator
39	Cc1ccccc1NC(=S)N/N=C/C(C)c1ccccc1 (stereo not drawn)	?	-1%	0.3%	-16%	-1	-7	-12	-2	-6
40	COc1ccccc1C(=O)NNC(=O)C1CCCO1 (stereo not drawn)	?	-1%	0.8%	1%	2	-6	-2	·	-8
41	CSc1ccc(/C=C(/NC(=O)c2ccc(C)cc2)C(=O)Nc2cccc(C)c2)cc1	4%	-3%	4.1%	3%	1	-11	-5	7	1
42	O=C(COCc1ccccc1)N[C@@H](Cc1ccc(O)cc1)C(=O)O	-3%	-4%	0.3%	-3%	-3	-36*	·	16	-3
43	O=C(Cc1ccc(Cl)cc1)OCC(=O)N1CCCCCC1	-8%	-5%	·	-2%	·	·	-26	·	·
44	COC(=O)c1ccc(NC(=O)CCN2CCN(Cc3ccccc3)CC2)cc1	-4%	0%	1.3%	0%	4	-5	-11	-22	-4
45	Cn1ccnc1SCCNC(=O)CCc1nnc(CCCCc2ccccc2)o1	9%	-2%	1.2%	1%	1	11	-2	8	-6
46	COc1ccc(CCNC(=O)CSc2nncs2)cc1	0%	-3%	2.8%	-8%	4	-1	-12	7	8
